Screening data as filed in PubChem.
PfGluPho inh = PfG6PD (Plasmodium falciparum) enzyme inhibition. PfGluPho enzyme, NADPH resazurin-diaphorase fluorescence. inhibition, % at 20 µM. 350,000 compounds, 0.78% hits. AID 504690;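 active = inhibition reaching at least a set limit at 20 µM in the primary screen, cut at about 59% in these data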;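 also: 0% = DMSO wells with substrate and 100% = DMSO wells lacking glucose-6-phosphate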
MPTP inh = blocks calcium-induced mitochondrial swelling; isolated mouse mitochondria, Ca2+ swelling absorbance, 30 min; inhibition, % at 10 µM; 360,000 compounds, 1.4% hits; AID 602449;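 active = inhibition of 50% or more, scaled per plate between neutral and stimulator controls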;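 also: 0% = DMSO wells given calcium and 100% = 1 mM EGTA wells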
SENP6 block = blocks the human protease SENP6. Q9GZR1. Recombinant SENP6 catalytic domain, aminoluciferin luminescence. inhibition, % at 10 µM. 330,000 compounds, 1.8% hits. AID 2599;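 active = inhibition above about 50% at the single tested dose, limit read from the data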;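 also: plate controls were DMSO wells with enzyme for no effect and DMSO wells lacking enzyme for full effect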
Target sequence (Q9GZR1 628-1112 limits assumed): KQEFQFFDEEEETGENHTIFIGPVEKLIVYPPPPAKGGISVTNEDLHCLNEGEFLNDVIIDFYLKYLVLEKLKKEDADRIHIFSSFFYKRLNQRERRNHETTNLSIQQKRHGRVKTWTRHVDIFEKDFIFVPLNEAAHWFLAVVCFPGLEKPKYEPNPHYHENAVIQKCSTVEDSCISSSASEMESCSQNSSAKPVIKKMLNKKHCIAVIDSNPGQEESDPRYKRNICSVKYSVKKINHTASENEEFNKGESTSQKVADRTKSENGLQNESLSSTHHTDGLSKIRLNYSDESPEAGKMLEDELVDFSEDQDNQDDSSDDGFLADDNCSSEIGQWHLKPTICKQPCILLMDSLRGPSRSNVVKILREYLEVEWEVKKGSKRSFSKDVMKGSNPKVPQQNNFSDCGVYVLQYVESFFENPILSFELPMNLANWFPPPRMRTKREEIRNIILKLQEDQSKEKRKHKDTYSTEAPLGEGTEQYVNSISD
hIAP act = increases human intestinal alkaline phosphatase activity; P09923; purified human IAP, CDP-Star luminescence, 30 min; active compounds read high; 1 = vehicle-only enzyme, 0 = enzyme-free background; activation factor at 10 µM; 330,000 compounds, 0.16% hits; AID 2524;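 active = activation factor of the enzyme at least 2-fold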; also: the source names both 10 and 20 µM as test concentration; values of inactives mirror those of a sister screen read the other way
SENP1 inh = inhibitors of human SENP1 SUMO protease catalytic domain. Q9P0U3. recombinant SENP1 catalytic domain, CyPet-SUMO1-YPet FRET cleavage. inhibition, % at 10 µM. 360,000 compounds, 0.21% hits. AID 624204;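 active = inhibition at least 30% at 10 µM, raw YFP signal under a set limit, fluorescence ratio 0.5 to 1.5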;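 also: 0% = enzyme with DMSO and 100% = no enzyme wells; some results filed as inactive read as strong as hits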
Target sequence (Q9P0U3 419-644 limits assumed): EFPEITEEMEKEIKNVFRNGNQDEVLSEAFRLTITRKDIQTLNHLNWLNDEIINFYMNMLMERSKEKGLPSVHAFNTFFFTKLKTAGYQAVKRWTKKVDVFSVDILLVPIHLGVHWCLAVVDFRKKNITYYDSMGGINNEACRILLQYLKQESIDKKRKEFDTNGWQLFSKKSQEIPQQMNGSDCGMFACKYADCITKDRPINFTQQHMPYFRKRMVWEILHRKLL
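material = recombinant human SENP1 catalytic domain, His6-tagged | quantity = 20 pM enzyme | reagent = 25 nM SUMO1 FRET substrate | compound dosing = 10 µM single point, 0.5% DMSO | timing = 50 min enzyme reaction, room temperature, light-protected | detection = FRET, CFP and YFP emission | control set = no-enzyme low, enzyme-DMSO high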
ATG4B inhibitor = ATG4B (human) cysteine protease inhibition; AID 504462; Q9Y4P1; 340,000 compounds, 0.51% hits; inhibition, % at 8.33 µM; ATG4B cleavage of LC3-PLA2, NBD-HPC fluorescence, 1 h; in the data active = inhibition above about 40%
NR3A LBD binder = modulates the human NR3A ligand-binding domain; NR3A LBD differential scanning fluorimetry, Tm shift; 0% = protein alone, 100% = glycine-bound protein; AID 1259313; 340,000 compounds, 2.5% hits; Tm shift relative to glycine control, % at 25 µM;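 active = melting temperature shift of at least 10% of the positive control shift, at one fixed dose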
SENP8 block = SENP8 (human) protease inhibition; Q96LD8; recombinant SENP8, Nedd8 substrate fluorescence; inhibition, % at 20 µM; 360,000 compounds, 0.64% hits; in the data active = inhibition mostly above about 40%, no sharp cut-off; inactive = mostly below about 27%
Target sequence (Q96LD8 whole entry, looked up): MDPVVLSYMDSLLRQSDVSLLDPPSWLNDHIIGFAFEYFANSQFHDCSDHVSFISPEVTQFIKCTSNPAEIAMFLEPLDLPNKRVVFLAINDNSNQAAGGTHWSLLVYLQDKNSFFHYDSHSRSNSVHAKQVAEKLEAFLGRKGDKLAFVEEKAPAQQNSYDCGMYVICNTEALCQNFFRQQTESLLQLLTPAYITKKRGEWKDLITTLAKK
* hit, by the source's call; / = not tested or not shown.

mol	PfGluPho inh	MPTP inh	SENP6 block	hIAP act	SENP1 inh	ATG4B inhibitor	NR3A LBD binder	SENP8 block
O=C(/C=C/c1cccc([N+](=O)[O-])c1)NCCSCc1cccc(Cl)c1	-9	63*	-9	0.93	1	32	2	18
O=C(Nc1cccc2c1CCCC2)c1ccc(Br)o1	-5	-8.4	-4	0.97	0	-2	-1	22
COc1ccc(CC(=O)Nc2nnc(-c3cccc([N+](=O)[O-])c3)s2)cc1	-14	-0.9	-6	0.93	-1	-4	1	3
COc1ccccc1NC(=O)C1CC(=O)N(c2ccc(F)cc2)C1 (configuration not stated)	-3	-0.6	-18	1.1	2	-4	3	12
O=C(NC(=S)Nc1ccccc1Br)C1CCCCC1	22	-0.9	3	0.98	8	6	13*	17
O=C(O)CCCSc1nccn1-c1ccccc1	-23	-2.2	3	0.91	1	6	0	3
CNC(=O)c1cnn(-c2nc(-c3ccc(OC)cc3)cs2)c1C(F)(F)F	-18	0.6	2	1	1	-1	-1	-193
Cc1ccccc1-c1cccc([C@@H]2C[C@H]3[C@H](CON3C)CN2C)c1	2	-1.4	/	/	1	-6	-1	0
OC(CN1CCCCC1)CN1CCCCC1	-8	-0.7	8	1	3	4	1	2
CC(NC(=O)/C(=C\c1ccco1)NC(=O)c1ccco1)C(=O)O (configuration not stated)	8	-0.6	5	0.78	-9	3	4	4
CCCS(=O)(=O)N1CCn2c(nc3ccccc32)C1	-6	-2.5	-10	0.81	1	-2	-1	3
O=C(O)c1ccccc1C(=O)c1ccc2c(c1)N(Cc1ccc(Cl)c(Cl)c1)C(=O)CO2	50	-1.0	-22	0.9	1	-3	-15	-2
C#CCN1C(=O)S/C(=C/c2cc(C)n(CC)c2C)C1=O	8	1.2	15	0.93	-52	3	33*	-37
CC(C)(C)NS(=O)(=O)c1ccc(CCC(=O)Nc2ccc3c(c2)OCO3)cc1	-1	1.6	5	0.99	2	3	-1	25
COc1ccc(-c2cn(-c3ccc(Cl)cc3)c3[n+]2CCCCC3)cc1	-10	3.7	3	1.3	0	0	-1	12
COCC(=O)N(C)C1(c2nnnn2CCOC(=O)Nc2ccc(Cl)cc2)CCCCC1	-12	0.9	-19	1.2	0	-1	-2	16
O=C(O)CC1SC(=Nc2cccc(O)c2)NC1=O (configuration not stated)	7	-0.6	-26	1.1	-2	-1	0	5
O=C(N/N=C/c1ccc([N+](=O)[O-])s1)c1ccccc1Br	3	0.3	37	0.93	-10	-12	-1	26
CCc1cccc(C)c1NC(=O)COn1nnc2ccc(C(F)(F)F)cc21	-2	0.5	-23	0.91	1	6	0	18
Cc1cc(NC(=O)COc2coc(CN3CCN(c4ccccc4F)CC3)cc2=O)no1	-2	-2.1	-9	0.97	1	-5	-1	17
Cc1nn(-c2ccccc2)c2c1C(c1ccncc1)C(C#N)=C(N)O2 (configuration not stated)	-17	2.7	-1	0.62	0	7	-1	7
Cc1ccc(Sc2ncccc2C(=O)NCc2cc([N+](=O)[O-])ccc2O)cc1C	-33	2.3	10	1	-2	3	-7	15
CC1(C)Cc2cccc(OCC(=O)N3CCN(c4ccccc4F)CC3)c2O1	16	-1.6	-10	0.92	3	7	-2	13
O=C(CSCc1ccccc1)N1CCN(S(=O)(=O)c2ccc(F)cc2)CC1	-2	-1.1	-13	1.2	0	-4	1	4
O=C1NC2(CCCC2)N=C1c1ccc(F)cc1	-2	-1.4	-3	1.2	4	-13	2	14
Cc1cc(C)n2ncc(-c3cccc(Br)c3)c2n1	5	0.6	22	0.99	-2	-6	1	-236
O=C(O)C1CCCCC1C(=O)Nc1ccc(F)cc1F (configuration not stated)	-2	-1.3	-12	0.78	-1	-3	-1	18
CN(c1ccccc1C(=O)N1CCN(c2ccccc2F)CC1)S(=O)(=O)c1ccccc1	-2	0.4	-10	1.1	-6	4	-3	3
CN(Cc1cnccn1)C(=O)CC1C(=O)NCCN1Cc1c(F)cccc1Cl (configuration not stated)	9	0.9	1	1.1	-7	1	0	-20
CN1CCN(S(=O)(=O)c2cccc(C(=O)Nc3nccs3)c2)CC1	-14	0.3	7	0.94	2	0	1	11

2 entries drawn at random from those above, as already listed:
mol	PfGluPho inh	MPTP inh	SENP6 block	hIAP act	SENP1 inh	ATG4B inhibitor	NR3A LBD binder	SENP8 block
O=C(N/N=C/c1ccc([N+](=O)[O-])s1)c1ccccc1Br	3	0.3	37	0.93	-10	-12	-1	26
COCC(=O)N(C)C1(c2nnnn2CCOC(=O)Nc2ccc(Cl)cc2)CCCCC1	-12	0.9	-19	1.2	0	-1	-2	16

Next structures:
mol	PfGluPho inh	MPTP inh	SENP6 block	hIAP act	SENP1 inh	ATG4B inhibitor	NR3A LBD binder	SENP8 block
COc1ccccc1C(=O)NCCCNc1nc2cc(C)cc(C)c2cc1C#N	3	0.8	/	/	-146	/	/	-376
C(#CCN1CCOCC1)COC(c1ccccc1)c1ccccc1	-13	-1.4	-6	1.1	-1	-6	2	23
CS(=O)(=O)c1cnc2c(S(=O)(=O)c3ccccc3)cnn2c1N	-10	-0.3	-22	0.95	-2	2	-1	-14
COC(=O)CCN1CCN(S(=O)(=O)c2ccccc2Br)CC1	-6	-0.3	-19	0.97	1	2	0	18
Cn1cccc1C1CCCN1CC(=O)Nc1c(Cl)cc(Cl)cc1Cl (configuration not stated)	-3	-0.5	-1	1	-4	3	-3	9
CSc1ccccc1OCc1cc(C(=O)NCC(C)(C)N2CCOCC2)no1	-9	-0.6	-3	1.1	2	22	0	0
CCOC(=O)C1(Cc2cccc(OC)c2)CCCN(C(=O)c2cc(CC(C)C)[nH]n2)C1 (configuration not stated)	-19	0.4	-6	1.5	2	12	-1	5
COc1ccccc1C(=O)c1c(C)c(CCC#N)n2ccccc12	11	0.2	6	0.91	1	-5	1	15
CCOC(=O)N1CCC(Nc2ccc3nnc(-c4ccccc4)n3n2)CC1	3	-0.6	-9	0.86	-4	-18	-3	-13
Nc1ccc(N(c2ccccc2)c2ccc(N)cc2)cc1	48	3.0	14	0.74	4	11	-3	-111
C[C@@H]1ON(C)[C@H]2C[C@H]3c4cc(-c5cccc(F)c5)ccc4CCN3C(=O)[C@@H]12	2	3.2	/	/	-10	4	-1	-25
CC(C)(C)c1ccc(SCCc2cccnc2)cc1	0	1.8	-2	1.1	2	5	1	10
COc1ccc(C2=NN(C(=O)CSc3nccn3C)C(c3ccco3)C2)cc1 (configuration not stated)	0	-0.4	-8	0.92	0	-41	-1	4
O=C(Cc1ccc(NC(=O)C2CCN(C(=O)C3CC3)CC2)cc1)Nc1cccc(C(=O)N2CCCC2)c1	-3	-0.4	/	/	-1	-1	-1	-2
CSCC[C@H]1COC[C@@H](Cc2ccccc2)N1c1ccccc1	38	-2.5	/	/	1	/	/	13
CC(C)(C)c1ccc(OCc2ccc(C(=O)N3CCOCC3)o2)cc1	14	15	-14	1	-1	-3	-4	12
Cc1ccc(-n2c(SCC(=O)Nc3ccc4c5c(cccc35)CC4)nc(O)cc2=O)cc1	-10	16	-19	0.89	-3	8	-1	-15
Cc1noc(/C=C/N(C)C)c1S(=O)(=O)N1CCN(c2ccc(F)cc2)CC1	17	-1.1	12	0.83	3	1	0	4
CSc1ncnc2[nH]ncc12	-5	-1.3	/	/	-1	-3	-1	-7
Cc1ccc(NS(=O)(=O)c2c(C)ccc3nsnc23)c([N+](=O)[O-])c1	-22	0.2	-15	1.1	2	-7	-3	26
c1ccc(C2Oc3ccccc3C3CC(c4cccs4)=NN32)cc1 (configuration not stated)	2	-1.1	16	0.9	-47	34	-8	-8
Nc1ncnc2c1ncn2CCN1CCCCC1	-4	-2.5	-9	0.98	1	1	1	10
CCOc1ccc(-n2ccnc(SCC(=O)Nc3ccc(CC)cc3)c2=O)cc1	-16	-0.3	-11	1	1	-2	-8	-421
N=c1c(-c2nc3ccccc3[nH]2)cc(C(=O)c2ccco2)nn1-c1ccccc1	0	13	-3	0.94	-9	-9	-8	12
CCc1nc2nc(C)c(NS(=O)(=O)c3ccc(C)c(C)c3)c(=O)n2[nH]1	-6	1.0	11	1.1	0	-7	1	5
O=C(CSc1ccc(Cl)cc1)N1CCN(c2ccc([N+](=O)[O-])cc2Cl)CC1	33	-2.6	8	0.78	1	-10	-17	22
CC(C)N(C(=O)CSc1nc2ccccc2n1Cc1ccc(F)cc1)C(C)C	27	0.4	18	0.89	0	-7	2	20
CCN(C(=O)Cn1cnc2c(nc3n2CCCCC3)c1=O)c1cccc(Cl)c1	4	-3.0	11	0.82	0	-10	1	16
CCOC(=O)c1cc(C(=O)NN)c(C)nc1C	-1	2.9	-2	0.79	0	-5	-2	18
COc1ccc(/C=N/NC(=O)CNC(=O)c2ccncc2)cc1	-6	-1.4	26	0.88	3	0	-2	8
O=C(c1ccc(Cl)c(S(=O)(=O)N2CCCCCC2)c1)N1CCOCC1	-12	-1.7	-18	1.1	1	1	-5	8
Cc1cc(C)nc(NC(=O)c2csnn2)c1	8	-0.1	4	0.9	-4	3	-3	-5
CC(=O)c1ccc(NC(=O)CCCCCn2nnc3ccccc3c2=O)cc1	-6	1.0	-22	0.94	2	7	-1	6
CC1(C)Cn2c(nc(=O)c3c2NCN(CCc2ccccc2)C3)S1	/	4.7	-14	1.2	-9	/	/	0
Cc1ccc(-c2csc3nc(SCC(=O)N(C)C)n(Cc4ccccc4)c(=O)c23)cc1	10	-0.7	-1	0.9	1	33	1	-1
O=C(N1CCOCC1)C12CC3CC(C1)CC(c1ccccc1)(C3)C2	4	4.6	6	1.1	2	-12	-1	5
OCC1(Cc2ccc(Cl)cc2)CCN(Cc2ccc(F)c(F)c2)CC1	16	1.4	1	1.1	1	23	1	9
C[C@H](CO)N1C[C@H](C)[C@@H](CN(C)C)OCc2cnnn2CCCC1=O	-1	-1.8	/	/	1	/	/	6
CCN1C(=O)C2(C(C#N)=C(N)Oc3n[nH]c(COC)c32)c2ccccc21 (configuration not stated)	-23	-3.5	-13	0.95	2	0	-1	1

Random draw from the library; 6.7% or so of the library scored in one or more.
